# Assay outcomes: PubChem, National Center for Advancing Translational Sciences (NCATS)
# p53null 32C kill: kills p53 null cells at the permissive temperature; H1299-neo p53 null cells, ATP luminescence, 24 h, 32C; Potency, µM (top dose mostly 46.1 µM), for inactives: at the top dose activity change, negative = cytotoxicity, most hits filed as cytotoxic; 0.62% of 55,000 active; AID 903;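 also: potency is read from the fitted curve at half-maximal effect; 0% = DMSO only and -100% = full killing by 100 µM tamoxifen; nearly all actives have a fitted effect of over 55% in size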
#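 Cytotoxicity: H1299-neo (no p53), 32C, 24 h treatment. Concentrations up to 46 uM. Readout cellular ATP, luminescence. Normalization to DMSO basal and tamoxifen 100 uM maximal kill.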
# p53null 39C tox: p53 null cell cytotoxicity, nonpermissive temperature; Potency, µM (doses to about 46.1 µM), for inactives: at the highest dose activity, negative = cell killing, most hits filed as cytotoxic; 0.97% of 55,000 active; H1299 p53-null (neo) cells, 39C, ATPlite viability, 24 h; AID 904;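 also: potency is read from the fitted curve at half-maximal effect; 0% = DMSO only and -100% = full killing by 100 µM tamoxifen; nearly all actives have a fitted effect of over 50% in size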
#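 ATP-luminescence viability readout (ATPlite, 20 min RT) after 24 hr compound treatment at 39C of H1299-neo or H1299-p53A138V cells; titration up to 46 uM; normalized to DMSO and 100 uM tamoxifen; Hill-fit AC50.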
# B2AR arrestin ag: agonists recruiting beta-arrestin to human beta2-adrenergic receptor. 44,000 tested, under 10 active. P07550. Potency, µM (doses to about 46.1 µM), for the others: at the top dose activation, actives largely listed as activators. HTLA Tango cells, beta-arrestin recruitment, luciferase luminescence, 18 h;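 also: potency is read from the fitted curve at half-maximal effect; 0% = DMSO and full agonism = EC100 isoproterenol or metaproterenol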
#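 Tango cells expressing recombinant beta2-AR and beta-arrestin were treated with compounds (up to 46 microM titration) in DMEM with 1% FBS for 18 hr at 37 degrees C. Beta-arrestin recruitment drove tTA-dependent luciferase, read by luminescence; curves were fitted and classed.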
# PTAP-TSG101 blk: inhibitors of HIV-1 PTAP binding to human TSG101, validation | Potency, µM (highest dose often 115 µM), without a hit: at the top dose activity change, negative = inhibition, actives largely listed as inhibitors | Fluorescence polarization, FITC-PTAP peptide/Tsg101, 20 min | 44,000 tested, under 10 active; also: potency is read from the fitted curve at half-maximal effect; 0% is about no effect
# Target sequence (Q99816 whole entry, looked up): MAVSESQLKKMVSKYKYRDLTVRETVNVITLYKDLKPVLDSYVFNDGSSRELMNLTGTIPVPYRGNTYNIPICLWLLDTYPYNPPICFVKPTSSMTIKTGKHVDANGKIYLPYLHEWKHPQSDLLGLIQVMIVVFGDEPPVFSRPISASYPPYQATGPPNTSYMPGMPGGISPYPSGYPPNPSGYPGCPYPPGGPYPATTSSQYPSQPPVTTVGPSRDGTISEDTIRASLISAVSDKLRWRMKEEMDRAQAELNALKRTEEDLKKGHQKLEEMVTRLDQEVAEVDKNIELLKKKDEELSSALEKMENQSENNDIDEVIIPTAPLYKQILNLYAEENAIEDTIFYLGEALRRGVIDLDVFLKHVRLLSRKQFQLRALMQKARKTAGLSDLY
#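 Compounds pinned into 10 uM Tsg101 binding domain, then 50 nM FITC-PTAP peptide added in pH 7.5 HEPES buffer; FP read after 20 min, room temperature. Total S+P intensity flags fluorescent compounds; active cut-off <25 µM, efficacy <60%.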
# NTMT1 inh: inhibitors of human N-terminal methyltransferase NTMT1. Q9BV86. 2.5% of 59,000 active. Potency, µM (highest dose often 114 µM), inactives show top-dose activity change, negative = inhibition, most hits filed as inhibitors. NTMT1 MTase-Glo SAH luminescence, purified enzyme;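 also: potency is read from the fitted curve at half-maximal effect; plate controls were DMSO vehicle for no effect and no enzyme for full effect; nearly all actives have a fitted effect of over 65% in size; many of its hits are not listed in these tables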
# GALK inh: inhibits human galactokinase | Potency, µM (highest dose often 57.5 µM), for inactives: top-dose activity, negative = inhibition, hits mostly inhibitors | recombinant GALK, Kinase-Glo ATP luminescence, 1 h | AID 1347072 | 44,000 tested, under 10 active | P51570;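 also: plate controls were full GALK reaction for no effect and reaction lacking GALK for full effect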
#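 5 nM GALK; 35 uM ATP; 100 uM D-galactose; 20 mM HEPES pH 8.0, 5 mM MgCl2, 60 mM NaCl, 1 mM DTT, 0.01% BSA; 1 h RT; Kinase-Glo Plus luminescence.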
# FH mod: Identification of activators of human fumarate hydratase by quantitative high-throughput screening; FH coupled MDH/diaphorase resazurin fluorescence, 15 min; 0.22% of 54,000 active; Fumarate hydratase, mitochondrial (Homo sapiens), P07954; Potency, µM (doses to about 79.9 µM), for inactives: at the highest dose activity change, negative = inhibition, hits mostly inhibitors; AID 1347055, 2019; also: potency is read from the fitted curve at half-maximal effect; % is scaled to controls: 0 for no effect and ±100 for the full control effect; the screen sought activators but most active calls are inhibition curves; nearly all actives have a fitted effect of over 45% in size
# Target sequence (P07954 whole entry, looked up): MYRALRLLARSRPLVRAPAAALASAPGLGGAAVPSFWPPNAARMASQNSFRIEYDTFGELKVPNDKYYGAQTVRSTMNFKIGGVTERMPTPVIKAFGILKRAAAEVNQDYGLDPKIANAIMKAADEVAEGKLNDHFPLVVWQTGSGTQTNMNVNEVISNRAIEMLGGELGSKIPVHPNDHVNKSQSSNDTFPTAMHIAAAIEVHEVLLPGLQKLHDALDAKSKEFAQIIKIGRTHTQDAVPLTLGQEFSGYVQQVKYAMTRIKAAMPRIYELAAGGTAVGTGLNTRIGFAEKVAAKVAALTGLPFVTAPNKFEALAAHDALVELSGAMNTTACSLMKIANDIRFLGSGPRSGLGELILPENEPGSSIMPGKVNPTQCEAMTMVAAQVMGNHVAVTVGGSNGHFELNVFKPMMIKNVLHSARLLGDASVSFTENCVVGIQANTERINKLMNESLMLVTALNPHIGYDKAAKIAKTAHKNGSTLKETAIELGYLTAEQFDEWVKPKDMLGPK
# Numbers without * were called inactive; ? = inconclusive; [ ] = remark or other dose. Calls follow the shape of the dose curve; as a rule, active = well fitted curve in the direction sought with a large enough effect; inconclusive = small, poorly fitted or top-dose-only effect, or another doubt; inactive = no such curve, though single readings can be large; an effect the other way counts as inactive or inconclusive. A portion of the library, so the mix of outcomes need not match the whole.
SMILES,p53null 32C kill,p53null 39C tox,B2AR arrestin ag,PTAP-TSG101 blk,NTMT1 inh,GALK inh,FH mod
COc1ccccc1NC(=O)N1CCC(CN2CCc3ccccc3C2)CC1,11.8%,26.1%,-1.5%,-5.4%,-0.8%,5.1%,-2.6%
COc1ccc(NS(=O)(=O)c2cc3c4c(c2)CC(=O)N4CCC3)cc1Cl,-7.0%,12.5%,0.2%,-0.4%,-3.7%,0.2%,-8.4%
CCC(C)NC(=O)C1CCN(C(=O)c2cc3sccc3n2Cc2ccc(Cl)cc2)CC1 (stereo unspecified),19.7%,22.8%,0.5%,0.7%,4.8%,5.7%,-15.8%
CCOC(=O)C1CCN(C(=O)C2COc3ccccc3C2)CC1 (stereo unspecified),-5.9%,-2.9%,2.1%,-5.9%,?,-1.7%,-3.8%
Cc1ccc2c(c1)c(=O)c1ccccc1n2CCCC(=O)Nc1ccc(C)c(F)c1,-2.1%,-6.2%,0.3%,4.0%,-13.3%,1.1%,-30.5%
COc1ccc(-c2ccc(CNCCCSc3nnnn3C)o2)cc1Cl,0.4%,-14.5%,-3.5%,2.4%,-0.3%,1.6%,1.6%
COc1ccccc1-c1nc2c(c(SCc3cccc(Cl)c3)n1)Cc1c(CO)cnc(C)c1O2,-4.1%,-20.1%,1.4%,2.2%,-0.2%,-8.4%,-28.2%
CCc1ccc(S(=O)(=O)c2nnn3c2nc(N2CCCC(C)C2)c2cc(Cl)ccc23)cc1 (stereo unspecified),5.6%,18.2%,-0.4%,-0.1%,5.5%,0.1%,1.5%
COc1ccc(CCNC(=O)Cn2cc(C(=O)c3ccc(F)cc3)c(=O)c3ccc(C)nc32)cc1OC,1.4%,-4.0%,0.3%,26.4%,-1.9%,-0.3%,-15.9%
CCOC(=O)c1ccc(NC2=CC(c3ccc(O)c(OCC)c3)N(c3ccc(C(=O)OCC)cc3)C2=O)cc1 (stereo unspecified),-14.0%,8.2%,0.2%,-2.9%,11.3%,3.5%,-3.4%
CCN(CC)CCNC(=O)CN1C(=O)COc2ccc(S(=O)(=O)N3CCOCC3)cc21,-0.5%,6.7%,-2.1%,-1.7%,2.4%,8.3%,-12.0%
COCCNC(=O)CCCn1c(=O)[nH]c2ccsc2c1=O,4.1%,0.8%,0.5%,-6.1%,-16.8%,3.5%,-2.6%
CN(C(=O)CSc1nc2ccccc2n1CC(=O)N(C)c1ccc(F)cc1)c1ccccc1,2.4%,4.7%,-0.1%,-6.0%,-2.5%,2.8%,-4.9%
Cn1c(C(=O)NCc2cccc(F)c2)cc2cc(S(=O)(=O)N3CCCCC3)ccc21,3.4%,-4.8%,0.3%,-1.0%,-5.3%,0.1%,-13.7%
Cc1ccc(C)c(N2CCN(C(=O)c3noc4c3CCCCC4)CC2)c1,39.7%[activator],2.0%,0.7%,-2.3%,-9.2%,3.3%,-15.8%
Cc1cc(NS(=O)(=O)c2ccc(NC(=O)c3ccccc3F)cc2)nc(C)n1,1.7%,-20.2%,1.0%,-2.6%,4.4%,3.0%,7.3%
CCn1cc(C2N3CC4(CC)CN2CC(CC)(C3)C4=O)c2ccccc21 (stereo unspecified),12.6%,-12.0%,-1.7%,-7.0%,11.6%,-1.1%,-11.0%
COc1ccc(NC(=O)c2c(NC(=O)c3cccc(C)c3)sc3c2CCCC3)cc1,-5.6%,3.2%,-1.2%,-3.4%,1.2%,0.4%,-9.8%
CC(C)CC(=O)Nc1ccc(S(=O)(=O)Nc2cc3c(cc2N2CCOCC2)n(C)c(=O)c(=O)n3C)cc1,1.7%,-10.7%,-1.4%,-4.6%,4.3%,0.4%,?
CC(C)CC(=O)NCC(c1ccc2c(c1)OCO2)N1CCN(c2ccccc2)CC1 (stereo unspecified),2.9%,61.2%[activator],0.1%,-3.8%,5.1%,?,-2.8%

# Some of the entries so far, with two lines to a compound.
# Value order: p53null 32C kill | p53null 39C tox | B2AR arrestin ag | PTAP-TSG101 blk | NTMT1 inh | GALK inh | FH mod
- Cc1ccc2c(c1)c(=O)c1ccccc1n2CCCC(=O)Nc1ccc(C)c(F)c1
    -2.1% | -6.2% | 0.3% | 4.0% | -13.3% | 1.1% | -30.5%
- COc1ccc(-c2ccc(CNCCCSc3nnnn3C)o2)cc1Cl
    0.4% | -14.5% | -3.5% | 2.4% | -0.3% | 1.6% | 1.6%
- COc1ccccc1-c1nc2c(c(SCc3cccc(Cl)c3)n1)Cc1c(CO)cnc(C)c1O2
    -4.1% | -20.1% | 1.4% | 2.2% | -0.2% | -8.4% | -28.2%

# New compounds follow
SMILES,p53null 32C kill,p53null 39C tox,B2AR arrestin ag,PTAP-TSG101 blk,NTMT1 inh,GALK inh,FH mod
Fc1ccc(-c2noc3ncnc(NCCCN4CCN(c5ccccc5)CC4)c23)cc1,-7.9%,2.1%,-0.2%,0.5%,-25.7%,2.6%,6.9%
Cc1cccc(NC(=O)c2cc(CN3CCOCC3)on2)c1C,-0.7%,0.2%,-0.3%,-3.0%,8.8%,4.3%,-0.4%
Cc1ccc2c(c1)N(S(=O)(=O)c1cc(-c3onc(C)c3C)ccc1C)CCO2,-6.1%,-2.6%,-0.9%,0.1%,?,5.5%,?
Cc1noc(C)c1S(=O)(=O)N(CC(=O)NCc1ccccc1Cl)c1ccc(C(C)C)cc1,10.1%,-17.2%,-1.3%,-8.7%,8.6%,8.2%,-15.1%
Cc1ccc2nc(NC(=O)CSc3cc(C)[nH]c(=O)n3)sc2c1,-14.7%,21.1%,0.7%,6.9%,-29.5%,-1.7%,-0.6%
COc1ccc(C(=O)N2CCC(c3nc(-c4ccc(S(=O)(=O)N5CCCC5)cc4)no3)CC2)cc1,-0.8%,-16.5%,-1.7%,0.0%,6.1%,-4.2%,-20.8%
COc1ccc(N2CCN(C(=O)CN3CCSc4ccccc43)CC2)cc1,-9.4%,-8.2%,-0.1%,-4.8%,?,0.0%,-10.2%
O=C(NCCS(=O)(=O)N1CCN(c2ccccc2F)CC1)c1cc(=O)c2ccccc2o1,-6.0%,-22.6%,2.3%,1.6%,12.3%,-1.9%,1.6%
CCn1cc2nc(SCc3cccc(C)c3)n(CCc3ccccc3)c(=O)c2n1,36.8%[activator],23.0%,-1.4%,-4.0%,9.8%,2.1%,39.8µM*
O=C(Nc1ccc2nc3n(c(=O)c2c1)CCCCC3)c1cccc(C(F)(F)F)c1,-11.4%,-12.1%,-3.0%,-3.1%,-5.7%,0.6%,5.1%
O=C(CSc1nc2nccnc2c(=O)n1CCc1c[nH]c2ccccc12)Nc1ccccc1,-1.1%,5.9%,-1.1%,-3.3%,?,0.9%,-17.1%
Cc1cccc(NC(=O)CSc2cn(CC(=O)N3CCC(C)CC3)c3ccccc23)c1C,-7.7%,10.7%,-0.1%,-7.4%,1.2%,3.9%,-22.1%
Cc1cccc(COc2ccc(-c3cc(C(F)(F)F)n4nc(C)cc4n3)cc2)c1,-0.2%,-10.6%,-1.3%,1.3%,2.0%,-0.5%,-9.4%
CN(C)CCNC(=O)Cn1ccc2cc(S(=O)(=O)N3CCCCCC3)ccc21,5.1%,-5.1%,-0.1%,1.4%,-0.4%,0.2%,-7.5%
COCCn1c(C)cc(O)c(C(c2ccc(F)cc2)N2CCC(C)CC2)c1=O (stereo unspecified),-3.4%,-4.2%,-0.5%,1.5%,-1.8%,?,11.2%
C#CC(C)(C)NS(=O)(=O)c1cc(-c2nnc(Nc3ccc(C)cc3)c3ccccc23)ccc1C,17.2%,8.7%,0.4%,-4.3%,0.6%,-1.1%,?
COc1ccc(Cl)cc1NC(=O)N1CCC(CN2CCc3ccccc3C2)CC1,0.6%,-16.0%,2.3%,0.6%,-0.5%,2.0%,2.3%
Cn1c(CN2CCCCC2)nc2cc(NC(=O)c3ccc(Cl)cc3)ccc21,-9.1%,-17.2%,0.5%,1.7%,9.4%,-1.0%,4.2%
Cc1ccc(N2CCN(C(=O)c3nn(C)c4c3CS(=O)(=O)c3ccccc3-4)CC2)c(C)c1,-3.6%,-25.4%,-0.2%,1.2%,-7.2%,?,-18.6%
COc1ccc(Cn2c(C(=O)O)c(CNCc3ccco3)c3ccc(C)cc32)cc1,-14.6%,?,0.2%,-0.5%,-0.7%,-1.9%,-14.0%
CCCCOc1cccc(C(=O)N(Cc2sccc2C)C2CCS(=O)(=O)C2)c1 (stereo unspecified),7.0%,16.9%,0.4%,0.8%,11.5%,0.9%,-8.6%
Cc1ccccc1CSc1nc2cccnc2n1Cc1ccc(C(=O)NCCc2cccs2)cc1,-22.0%,-31.0%,0.6%,4.5%,-4.8%,3.0%,-12.5%
CCN1c2ccccc2-c2nc(SCC(=O)NCc3ccc(Cl)cc3)ncc2S1(=O)=O,-10.1%,-25.7%,-1.3%,2.2%,-10.1%,1.1%,-3.5%
COc1ccc(N2CCN(C(=O)CCn3c(=O)[nH]c4cc(OC)c(OC)cc4c3=O)CC2)cc1,-6.0%,0.7%,-0.1%,-1.8%,-6.7%,-3.5%,-9.0%
CC(=O)c1ccc(N2CCN(c3nc4c(S(=O)(=O)c5ccccc5)nnn4c4ccc(Cl)cc34)CC2)cc1,9.2%,20.1%,-1.8%,-7.2%,16.1%,-7.1%,1.1%
CCC(=O)Nc1sc2c(c1C(=O)Nc1cccc(C)c1)CCCC2,14.5%,10.9%,7.3%,-1.0%,-17.0%,0.1%,-19.4%
Cc1ccc(CCNC(=O)CN(c2ccc(C)cc2)S(=O)(=O)N(C)C)cc1,0.8%,16.1%,0.1%,1.2%,4.3%,9.6%,-2.9%
Cc1ccc(NC(=O)Cn2cnc3sc(C)c(S(=O)(=O)N4CCN(c5ncccn5)CC4)c3c2=O)cc1F,17.4%,-14.6%,-2.3%,1.0%,0.5%,2.2%,-0.2%
CCCCOC(=O)c1c(C)oc2ccc(NS(=O)(=O)c3ccc(F)cc3C)cc12,82.9%[activator],38.8%[activator],1.0%,-1.2%,-27.8%,0.0%,?
CCOC(=O)c1ccc(Nc2nc(C)cc(C)n2)cc1,11.3%,-2.1%,1.1%,-5.1%,12.0%,1.3%,3.1%
Cn1c(=O)c2ccccc2n2c(CCC(=O)N3CCN(c4cccc(Cl)c4)CC3)nnc12,-3.5%,-14.3%,0.2%,-2.0%,?,-0.2%,4.5%
Cc1cccc(NC(=O)Nc2ccc(Br)cc2)n1,-19.8%,-24.3%,-2.2%,-0.7%,2.2%,3.8%,-2.9%
Cc1ccc(-c2nn(CCC(=O)Nc3ccc(Cl)c(Cl)c3)c(=O)c3ccccc23)cc1,1.3%,9.3%,-0.5%,-3.8%,3.5%,-0.2%,?
Cc1ccc(CSc2nc3ccc(NC(=O)COc4ccccc4F)cc3s2)cc1,-14.3%,-3.0%,-4.4%,-1.2%,4.3%,-0.3%,-7.3%
Cc1cc(C)c(Cn2c3ccccc3c3cnn(CC(=O)NCc4cccs4)c(=O)c32)c(C)c1,-4.2%,-13.4%,-3.8%,-2.5%,15.1%,-8.8%,?
